# Screens: PubChem BioAssay, several laboratories
# OX1R antagonist: OX1R (HCRTR1) antagonists, primary screen, fluorescence, CHO/OX1R cells, Fluo-8 calcium, orexin A; Orexin/Hypocretin receptor type 1 (Homo sapiens), O43613; inhibition, % at 5 µM; AID 434989, 2010; Fluo-8 calcium fluorescence; 330,000 tested, 0.43% active;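 active means inhibition above its plate's threshold, mean inhibition of all tested compounds on the plate plus 3 SD, cut at about 37% in these data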;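 further: 0% = orexin A challenge wells and 100% = SB-334867-A antagonist wells; not every result past the cut was called active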
# Target sequence (O43613 whole entry, looked up): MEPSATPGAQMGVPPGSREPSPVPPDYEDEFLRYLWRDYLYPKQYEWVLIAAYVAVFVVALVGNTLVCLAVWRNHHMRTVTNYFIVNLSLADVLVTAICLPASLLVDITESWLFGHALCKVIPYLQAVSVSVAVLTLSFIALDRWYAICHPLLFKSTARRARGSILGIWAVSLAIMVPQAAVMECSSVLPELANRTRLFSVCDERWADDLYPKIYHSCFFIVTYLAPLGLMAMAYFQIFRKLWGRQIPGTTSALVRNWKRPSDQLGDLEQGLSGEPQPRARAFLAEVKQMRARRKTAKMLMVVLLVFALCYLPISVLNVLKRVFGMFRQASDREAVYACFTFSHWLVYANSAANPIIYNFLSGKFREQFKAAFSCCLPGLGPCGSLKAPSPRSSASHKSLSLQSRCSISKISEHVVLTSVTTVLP
# CHT allo act: CHT positive allosteric modulators, primary screen, cell-based, membrane potential dye, choline EC20; 310,000 tested, 0.49% active; B-score at 10 µM; CHT-expressing cells; stronger effect = higher value; LV-AA mutant CHT in HEK293 cells;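 active means initial fluorescence not abnormally high and integrated response B-score, plate-corrected, over 3 SD above library mean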
# Target sequence (Q9GZV3 whole entry, looked up): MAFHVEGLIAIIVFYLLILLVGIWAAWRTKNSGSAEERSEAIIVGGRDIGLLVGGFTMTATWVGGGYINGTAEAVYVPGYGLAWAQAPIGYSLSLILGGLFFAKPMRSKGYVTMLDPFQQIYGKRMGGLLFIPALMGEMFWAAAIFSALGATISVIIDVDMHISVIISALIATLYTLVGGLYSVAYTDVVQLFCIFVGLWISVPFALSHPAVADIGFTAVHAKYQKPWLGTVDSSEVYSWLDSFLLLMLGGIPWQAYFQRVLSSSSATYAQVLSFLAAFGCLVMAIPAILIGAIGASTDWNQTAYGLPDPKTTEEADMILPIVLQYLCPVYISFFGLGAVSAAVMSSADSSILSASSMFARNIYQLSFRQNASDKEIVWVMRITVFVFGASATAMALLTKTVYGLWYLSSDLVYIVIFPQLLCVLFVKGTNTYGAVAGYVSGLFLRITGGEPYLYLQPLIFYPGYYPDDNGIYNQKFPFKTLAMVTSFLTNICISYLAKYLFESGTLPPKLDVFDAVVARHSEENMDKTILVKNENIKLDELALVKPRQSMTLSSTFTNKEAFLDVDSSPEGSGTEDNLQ
# Starred values were filed as active, the others as inactive; i = inactive; x = no result given.
# The first 3 compounds as a preview:
SMILES,OX1R antagonist,CHT allo act
COc1ccc(-c2csc(Nc3ccccn3)n2)cc1OC,-19.9,i
C=CCn1c(N2CCN(c3ccc(OC)cc3)CC2)nc2c1c(=O)[nH]c(=O)n2C,-12.3,i
CCOC(=O)[C@H]1[C@H]2COc3ccc(Cl)cc3[C@@H]2N2C(=O)CN(Cc3ccco3)C(=O)[C@@]12C,-6.9,x

# The whole of this part, from the start:
SMILES,OX1R antagonist,CHT allo act
COc1ccc(-c2csc(Nc3ccccn3)n2)cc1OC,-19.9,i
C=CCn1c(N2CCN(c3ccc(OC)cc3)CC2)nc2c1c(=O)[nH]c(=O)n2C,-12.3,i
CCOC(=O)[C@H]1[C@H]2COc3ccc(Cl)cc3[C@@H]2N2C(=O)CN(Cc3ccco3)C(=O)[C@@]12C,-6.9,x
COc1ccccc1N(CC(=O)N1CCc2ccccc2C1)S(C)(=O)=O,-26.6,i
CCC(CO)Oc1cc(NCc2cccc(O)c2)c2ncn(C(C)C)c2c1 (configuration not stated),-15.4,x
C=CCOc1ccc(/C=C2/C(=O)ON=C2C)cc1OC,-23.0,i
Fc1ccccc1NC(=S)N/N=C/c1ccccc1Br,-25.8,i
CCCc1n[nH]c(=O)[nH]1,-2.1,i
O=C(NN1CC(C(=O)OCc2ccccc2F)CC1=O)c1ccccc1 (configuration not stated),-13.8,i
COc1cc(Cl)c(C)cc1NC(=O)COC(=O)/C=C/c1c(C)nn(C2CCS(=O)(=O)C2)c1Cl (configuration not stated),-24.0,i
O=C(NCC1CCCO1)c1c(O)c2ccccc2[nH]c1=O (configuration not stated),-8.9,i
Cc1cc(C(=O)COC(=O)CC2Sc3ccccc3NC2=O)c(C)n1-c1ccc2c(c1)OCO2 (configuration not stated),-26.1,i
Cc1ccc(C)c(NS(=O)(=O)c2ccccc2C)c1,x,i
CCOc1ccc(S(=O)(=O)NC(C)C(=O)NCc2ccc3c(c2)OCO3)cc1 (configuration not stated),-24.0,i
Cc1ccc(OCC(=O)NNC(=O)CCC(=O)NCc2ccccc2)cc1,7.6,i
COc1ccccc1C1/C(=C(/O)c2ccc(C)cc2)C(=O)C(=O)N1Cc1ccco1 (configuration not stated),-2.2,i
CCOc1ccc(Cl)cc1CNCCCSc1nc(C)cc(C)n1,-12.3,i
Cn1c(-c2ccc(Cl)nc2)nc2ccccc21,-21.3,i
CN1CCN(/C=N/c2sc3c(c2C#N)CCCCC3)CC1,-17.0,i
Cc1cc(N2CCCC(C(=O)Nc3ccc4c(c3)CCC4)C2)n2ncnc2n1 (configuration not stated),-22.4,i
CCN(CC)CCNc1nc2c(c(=O)n(C)c(=O)n2C)n1C/C=C(/C)Cl,-14.5,i
CC(C)(C)NC(=O)NC(=O)CN1CCN(S(=O)(=O)c2ccccc2)CC1,-19.6,i
C=CCN1CC(c2nc3ccccc3n2Cc2ccccc2)CC1=O (configuration not stated),-18.8,i
N#C/C(=C/c1ccco1)C(N)=S,-9.1,i
COc1ccc(N)cc1-n1cnnn1,21.8,i

# Other compounds follow.
SMILES,OX1R antagonist,CHT allo act
CSc1nc(SCC(=O)NC(c2ccccc2)c2ccccc2)c2c3c(sc2n1)CN(C)CC3,-31.0,i
CCc1sc(C(=O)NCCc2ccc(S(N)(=O)=O)cc2)cc1C,-3.2,i
CCOc1ccc(-c2c(C(=O)N/N=C/c3ccc(C)o3)nnn2-c2nonc2N)cc1,-11.2,i
COc1cc2c(cc1OC)C1(CCCCC1)CN(C)C2,-7.4,i
COc1ccccc1N1CCN(C(=O)c2cccc(N3C(=O)C4C5C=CC(C5)C4C3=O)c2)CC1 (configuration not stated),-12.0,i
Cn1c(=O)[nH]c2ncn(C)c2c1=O,9.7,i
CCOc1nc(-c2ccccc2Cl)ccc1C#N,-14.4,i
Cc1cc2[nH]c(=S)[nH]c2cc1C,-2.3,i
COc1cc(NC(=O)c2ccc3c(SCC(=O)O)c4c(nc3c2)CCCC4)cc(OC)c1OC,-11.4,i
COc1ccc(NC(=O)N2CCN(C(=O)C3CCCO3)CC2)cc1 (configuration not stated),-17.9,i
COc1cc(C)nc(NCc2ccccc2)n1,-14.3,i
CCC(C)Nc1nc(N)c([N+](=O)[O-])c(NCc2ccccc2)n1 (configuration not stated),x,i
Cc1cc(SCC(=O)N2CCCC2)nc2ccccc12,-22.4,i
O=C1c2ccccc2C(=O)N1CCSc1nnc(-c2ccco2)n1Cc1ccccc1,-30.7,i
CCCCN(C(=O)CCC(=O)Nc1cc(C)on1)C(C(=O)NC(C)(C)CC)c1cccc(OC)c1OC (configuration not stated),-37.3,i
CCCCOC(=O)n1c(=O)oc2ccccc21,1.8,i
Cn1cc(S(=O)(=O)NCc2ccc3c(c2)OCO3)c(C(F)(F)F)n1,-8.0,i
CSc1nc2c(c(=O)[nH]1)C(c1ccccc1)C1=C(CC(C)(C)CC1=O)N2 (configuration not stated),-0.8,i
Cc1ccc2cc(CN(Cc3ccco3)C(=O)NCc3ccccc3)c(=O)[nH]c2c1C,-37.2,i
Clc1ccccc1-c1nnn(Cc2ccc(-c3nn[nH]n3)cc2)n1,-16.3,i
CC(=O)N1CCOc2ccc(S(=O)(=O)Nc3ncccc3C)cc21,-3.9,i
O=C(Nc1ccc(Cl)cc1Cl)c1ccc(-c2ccccc2)cc1,-6.3,i
CCOCCCNCc1ccc(OCC(=O)N2CCOCC2)c(OC)c1,3.1,i
O=C(Cn1cc([N+](=O)[O-])cn1)N1N=C(C(F)F)CC1(O)C(F)F (configuration not stated),-15.1,i
Cn1nnnc1SCC(=O)NC1CCCCC1,-6.8,i

# Other entries:
SMILES,OX1R antagonist,CHT allo act
COc1ccc(NC(=O)CSCC(=O)Nc2ccc(S(=O)(=O)N3CCCCC3)cc2)cc1,-18.0,i
Cc1cc(=O)c2c(C)nn(-c3ccccc3)c2[nH]1,-4.0,i
O=C(NCC1(N2CCCCC2)CCCCC1)c1cccc(NS(=O)(=O)c2ccccc2)c1,-23.1,i
COc1cccc(CNC(=O)CCS(=O)(=O)c2ccccc2Cl)c1,-16.4,x
O=C(CCl)Nc1cn(-c2ccccc2)nc1-c1ccc(F)cc1,-3.7,i
Cc1cccc(NC(=O)COc2ccc3oc4c(c3c2)CCCC4)n1,-4.2,i
O=C1NC[C@H](CC2CCCCC2)N(CC2CCCCC2)C1=O,-13.5,i
CCN(CC)C(=O)N1CCC(NC(=O)c2ccc(C(C)(C)C)cc2)CC1,6.4,i
Cn1ccnc1C(=O)c1cccc(Br)c1,-4.1,i
CCCOC1(NC(=O)c2ccccc2)C(C)=CC(=O)C=C1C,-19.6,i
COc1cccc(-c2nn(C)c3sc(C(=O)NCc4ccccn4)cc23)c1,-26.0,i
O=C(Nc1nc2n(n1)C(c1ccccc1)C=C(c1ccccc1)N2)c1ccco1 (configuration not stated),-15.7,i
O=C(CN1CCN(S(=O)(=O)c2ccc(Cl)cc2)CC1)Nc1ccc(F)cc1F,-31.8,i
CCCC/C(O)=C1\C(=O)CC(C)(C)CC1=Nc1ccc(OC)cc1,-12.7,i
CCOC(=O)N1CCN(C(=O)c2ccc(Cl)c(S(=O)(=O)N3CCCC3)c2)CC1,-20.2,i
CN(C)c1ccc(C(O)Cc2nc3ccccc3n2C)cc1 (configuration not stated),-8.4,i
CCC(CC)C(=O)NCCc1cc2cc(C)c(C)cc2[nH]c1=O,-2.7,i
Cc1cc(S(=O)(=O)Nc2ccc(F)cc2)c(C)s1,-14.1,i
Cn1c2ccc(F)cc2c2ncn(Cc3ccccn3)c(=O)c21,-24.2,i
O=C(Nc1ccccc1N1CCCC1)c1cccc(S(=O)(=O)N2CCOCC2)c1,-35.1,i
CCOC(=O)CN1C(=O)C(=O)N(Cc2c(Cl)cccc2Cl)C1=O,-2.2,i
O=C(COc1ccccc1F)NCc1nc2ccccc2[nH]1,-6.6,i
O=c1[nH]c2ccsc2c(=O)n1-c1ccc(F)c(Cl)c1,-14.8,i
CCN(CC)S(=O)(=O)c1ccc(OC)c(NC(=O)c2ccc(OC)c([N+](=O)[O-])c2)c1,-20.2,i
COc1cc(C(=O)NCC(c2cccs2)N(C)C)cc(Cl)c1OC(C)C (configuration not stated),-44.4,i

# (further entries)
SMILES,OX1R antagonist,CHT allo act
COc1ccc(CC(=O)N2CCc3cc(OC)c(OC)cc3C2)cc1,-24.5,i
S=C(Nc1ccc(Nc2ccccc2)cc1)Nc1ccccn1,-8.6,i
O=c1[nH]c2c(c3c1CCCC3)CCCC2,-1.6,i
CCCCN(C)C(=O)c1nc2ccccn2c1CN(C)Cc1csc(C)n1,-18.5,i
CCC1=Nc2cc(C(=O)NCCN3CCCC3)ccc2Sc2ccc(C)cc21,-19.9,i
COCCn1c(C)cc(C(=O)COC(=O)c2c(C)nn(Cc3ccccc3)c2C)c1C,-17.2,i
COc1ccc(N(C)S(=O)(=O)c2cccc(C(=O)Nc3nc4ccccc4[nH]3)c2)cc1,-16.1,i
CCCCN1C(=O)C(=O)c2cc(Cl)ccc21,9.1,x
CC1=N/C(=C\c2ccc([N+](=O)[O-])cc2)C(=O)N1c1ccc(Br)c(C)c1,-15.1,i
Cc1nnc2n(-c3ccccc3)c(=O)c3c4c(sc3n12)COC(C)(C)C4,-13.8,i
Cc1ccc(OCc2cc(C(=O)N(C)Cc3cc(C4CC4)n[nH]3)no2)cc1C,-26.1,i
O=C(CSc1nc2c(c(=O)n1-c1ccc(Br)cc1)SCC2)NCc1ccco1,-14.1,i
Brc1ccccc1-c1nc2c3ccccc3ncn2n1,-17.0,x
Cc1ccc(CNC(=O)CCc2c(C)nn(-c3ccc(N4CCOCC4)nn3)c2C)cc1,-21.7,i
CN(CC(=O)Nc1ccc(F)cc1)CC(=O)N(C)C1(C#N)CCCCC1,-22.4,x
Cc1ccc(C)c(NC(=O)N2CCCCCC2)c1,-22.9,i
O=S(=O)(c1ccc(Cl)cc1)N1CCN(Cc2c[nH]c3ccccc23)CC1,-21.9,i
CCOc1ccc(S(=O)(=O)Nc2cccc(C(=O)NCC(c3ccco3)N3CCCC3)c2)cc1 (configuration not stated),-28.1,x
O=C(COc1c(Br)cc(Br)c2cccnc12)Nc1ccccc1F,-25.1,i
CC(C)(C)C(CO)NC(=O)c1ccc[nH]1 (configuration not stated),-12.9,x
Clc1ccccc1Sc1cnc2ccccc2n1,-15.1,i
O=S(=O)(Nc1ccc(O)c2ccccc12)c1cccs1,-2.6,i
COc1cc(NC(=S)N(C)CCC#N)c(OC)cc1Cl,-7.2,i
CC(C)(C)c1ccccc1OCC(=O)Nc1ccccc1C(=O)NCc1cccnc1,42.5*,i
CCOC(=O)c1c(C)[nH]c(C(=O)C(C)OC(=O)c2cccc(OCc3c(C)noc3C)c2)c1C (configuration not stated),0.2,i

# 2 records picked at random from the list so far, as already listed:
SMILES,OX1R antagonist,CHT allo act
O=S(=O)(Nc1ccc(O)c2ccccc12)c1cccs1,-2.6,i
CCOc1ccc(S(=O)(=O)Nc2cccc(C(=O)NCC(c3ccco3)N3CCCC3)c2)cc1 (configuration not stated),-28.1,x

# (continued)
SMILES,OX1R antagonist,CHT allo act
Cc1cc(N2CC(C)OC(C)C2)nc2ccccc12 (configuration not stated),-12.6,6.62*
COc1ccc(/C(C)=N/NC(=O)Cc2ccc(Cl)cc2)cc1,-16.5,i
Nc1c(Cl)ncnc1N1CCCC1,-5.7,i
COc1cccc(OC)c1C(=O)n1nc(C)cc1C,-10.0,i
CC(C)Sc1nc(N)c2c3c(sc2n1)CN(C)CC3,-24.1,i
O=C(CN1C(=O)NC2(CCCC2)C1=O)NCCN1C(=O)S/C(=C\c2ccccc2F)C1=O,-17.7,i
COc1ccc(-n2nc(C(=O)NCC(=O)Nc3cc(OC)ccc3OC)c3ccccc3c2=O)cc1,2.5,i
CCCCOc1cccc(C(=O)N(Cc2ccccc2)C2CCS(=O)(=O)C2)c1 (configuration not stated),-4.9,i
CCOCCCN(C(=O)Nc1ccc(CC)cc1)C1CCN(C(C)=O)CC1,-15.7,i
CCc1n(CC(O)COCc2ccccc2)c2ccccc2[n+]1C (configuration not stated),-1.6,i
COc1ccc(NC(=O)NNC(=O)C(C)Oc2ccc3ccccc3c2)cc1 (configuration not stated),x,i
COc1ccc(NS(=O)(=O)c2cccc(C(=O)NNC(=O)CNC(=O)c3cccc(C)c3)c2)cc1,-17.4,i
CCCCC(c1nnnn1CC1CCCO1)N1CCN(c2ccccc2)CC1 (configuration not stated),-43.7,i
O=S(=O)(c1ccc(Br)cc1)c1cnc2ccccc2n1,-15.8,i
CC(C)(C)c1cc(NC(=O)c2c(F)cccc2Cl)n(-c2ccccc2)n1,-25.0,i
O=C1c2oc3ccc(Br)cc3c(=O)c2C(c2cccc(F)c2)N1CCO (configuration not stated),-3.7,i
CC1CCCCN1C(=O)Cn1cc(C=O)c2ccccc21 (configuration not stated),-3.3,i
CCOC(=O)c1c(/N=C/c2cccc(C)c2O)sc2c1CCN(C)C2,2.5,i
Cc1ccc(-c2nn(-c3ccccn3)c(=O)c3ccccc23)cc1,-16.5,i
O=C(NCCc1c[nH]c2ccccc12)c1cnccn1,9.8,i
COC(=O)CSC1=C(C#N)C(c2ccc(F)cc2)CC(=O)N1 (configuration not stated),-13.4,i

# Compounds shown so far containing a nitro group on carbon:
SMILES,OX1R antagonist,CHT allo act
CCC(C)Nc1nc(N)c([N+](=O)[O-])c(NCc2ccccc2)n1 (configuration not stated),x,i
O=C(Cn1cc([N+](=O)[O-])cn1)N1N=C(C(F)F)CC1(O)C(F)F (configuration not stated),-15.1,i
CCN(CC)S(=O)(=O)c1ccc(OC)c(NC(=O)c2ccc(OC)c([N+](=O)[O-])c2)c1,-20.2,i
CC1=N/C(=C\c2ccc([N+](=O)[O-])cc2)C(=O)N1c1ccc(Br)c(C)c1,-15.1,i

# Complete entries from above:
# `O=C1NC[C@H](CC2CCCCC2)N(CC2CCCCC2)C1=O` across the screens: OX1R antagonist = -13.5; CHT allo act = i
# `COc1cc2c(cc1OC)C1(CCCCC1)CN(C)C2` across the screens: OX1R antagonist = -7.4; CHT allo act = i
# `CC(=O)N1CCOc2ccc(S(=O)(=O)Nc3ncccc3C)cc21` across the screens: OX1R antagonist = -3.9; CHT allo act = i

# Not a hit list; about 0.8% have a hit in one of these screens.
